Screening results as filed in PubChem.
FUS yeast rescue = rescues growth of FUS-expressing yeast; S. cerevisiae FUS-expressing, growth rescue, OD600, 24 h; Potency, µM (top dose mostly 76.6 µM), for the others: at the top dose growth rescue (activation), most hits filed as activators; actives 0.24% (n = 390,000); AID 1347120;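 note: potency is the fitted concentration of half-maximal effect; plate controls were DMSO vehicle for no effect and reference control for full effect; nearly all actives have a fitted effect of over 55% in size; some results filed as inactive show a strong effect at the top dose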
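Read-out: OD at 600 nm after 24hr at 30C, reporting rescue of FUS-induced yeast toxicity. Cells at OD 0.005 in galactose (2%) minimal medium; compounds tested in a dilution series; CP55940 titration from 92uM final as control.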
PLK1 PBD inh = blocks phosphopeptide binding to human PLK1 polo-box domain | AID 720504 | actives 2.8% (n = 360,000) | P53350 | Plk1 PBD binding of FITC phosphopeptide, fluorescence polarization | Potency, µM, without a hit: max response, negative = inhibition, usual class: inhibitors; note: potency is the fitted concentration of half-maximal effect; series mostly up to about 57 µM; % is set by controls: 0 for no effect and ±100 for the full control effect; nearly all actives have a fitted effect of over 65% in size
EPAC1 antagonist = antagonists of human EPAC1 | EPAC1 GEF assay, Rap1b-BODIPY-GDP exchange fluorescence | Potency, µM (titrated, usually from 115 µM), inactives show at the top dose activity change, negative = inhibition, most hits filed as inhibitors | O95398 | actives 0.14% (n = 360,000);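 note: potency is the fitted concentration of half-maximal effect; plate controls were vehicle for no effect and positive control for full effect; nearly all actives have a fitted effect of over 50% in size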
Target sequence (O95398 whole entry, looked up): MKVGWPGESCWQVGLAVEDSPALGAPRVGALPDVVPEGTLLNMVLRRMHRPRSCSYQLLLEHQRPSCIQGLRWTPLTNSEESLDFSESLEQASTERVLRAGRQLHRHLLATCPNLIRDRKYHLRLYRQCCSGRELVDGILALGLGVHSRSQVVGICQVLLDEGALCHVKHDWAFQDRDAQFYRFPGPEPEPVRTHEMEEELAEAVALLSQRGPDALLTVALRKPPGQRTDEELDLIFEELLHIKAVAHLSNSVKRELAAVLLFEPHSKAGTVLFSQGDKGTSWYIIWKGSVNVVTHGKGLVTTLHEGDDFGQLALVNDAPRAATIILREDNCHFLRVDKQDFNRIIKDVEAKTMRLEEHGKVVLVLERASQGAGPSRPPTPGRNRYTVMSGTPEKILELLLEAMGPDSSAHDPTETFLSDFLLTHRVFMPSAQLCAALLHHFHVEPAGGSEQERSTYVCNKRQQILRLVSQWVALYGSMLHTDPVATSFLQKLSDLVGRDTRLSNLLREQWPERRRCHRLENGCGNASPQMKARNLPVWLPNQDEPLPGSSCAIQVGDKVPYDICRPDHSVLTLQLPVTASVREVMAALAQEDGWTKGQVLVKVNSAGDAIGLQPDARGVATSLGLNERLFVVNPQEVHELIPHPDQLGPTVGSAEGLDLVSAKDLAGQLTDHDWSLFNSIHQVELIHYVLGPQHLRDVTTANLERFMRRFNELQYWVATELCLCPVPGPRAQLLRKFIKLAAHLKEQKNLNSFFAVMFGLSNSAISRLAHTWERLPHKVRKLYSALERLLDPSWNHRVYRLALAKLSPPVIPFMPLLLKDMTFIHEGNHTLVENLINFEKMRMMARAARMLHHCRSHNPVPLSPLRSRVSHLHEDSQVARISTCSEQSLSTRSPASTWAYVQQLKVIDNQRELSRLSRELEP
Abeta rescue = restores growth of yeast expressing A-beta42 peptide; actives 0.063% (n = 410,000); Potency, µM (titrated, usually from 46.1 µM), for the others: at the top dose growth rescue, usual class: activators; AID 1347071; yeast expressing A-beta42, growth rescue, OD600, 48 h; response scale: 0% DMSO, 100% iron-clioquinol control; note: potency is the fitted concentration of half-maximal effect; nearly all actives have a fitted effect of over 55% in size
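Growth rescue measured by 600 nm absorbance after 48 h yeast culture at 30 C with compound. Values normalized between DMSO and an equimolar ferric chloride plus clioquinol control.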
PI5P4Ka inh = PI5P4K alpha (human) kinase inhibition | P48426 | PI5P4Kalpha enzyme, ADP-Glo luminescence, 60 min; hits give low values | max response, % | actives 1.2% (n = 330,000); active = max response of -50% or lower; inconclusive = between -30% and -50%; inactive = -30% or higher; note: value at the top dose of about 77 µM; % is set by controls: 0 for no effect and ±100 for the full control effect
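Luminescence from ADP-Glo served as readout of PI5P4Kalpha activity in a qHTS format. Reaction: enzyme, substrate, compound, ATP at 5 microM final, 60 min at RT.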
EPAC1 ag = activates human EPAC1 exchange factor; O95398; EPAC1 agonist qHTS, biochemical assay; response scale: 100% = response to 6.5 mM cAMP; Potency, µM (doses to about 154 µM), inactives show at the top dose activation, actives largely listed as activators; actives 0.073% (n = 360,000); AID 720707; note: potency is the fitted concentration of half-maximal effect; nearly all actives have a fitted effect of over 60% in size
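Fluorescent GDP-exchange assay: 100 nM EPAC1 with 250 nM Rap1B preloaded with BODIPY-GDP and 50 uM GDP; compounds tested as concentration series, 5 min at room temperature, then read every 5 min for 30 min (ex 480/em 540 nm); normalized to 6.5 mM cAMP.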
WRN inhibitor = inhibitors of human WRN helicase | Q14191 | WRN helicase unwinding, fluorescent forked duplex, kinetic | Potency, µM (top dose mostly 114 µM), without a hit: at the highest dose activity change, negative = inhibition, usual class: inhibitors | actives 0.46% (n = 360,000); note: potency is the fitted concentration of half-maximal effect; % is set by controls: 0 for no effect and ±100 for the full control effect; nearly all actives have a fitted effect of over 55% in size
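WRN at 20 nM final was preincubated with compound for 15 min at room temperature; reaction started with 100 nM forked duplex oligonucleotide carrying fluorophore and quencher plus 2 mM ATP (final). Unwinding followed kinetically by red fluorescence (ex 525/em 598 nm).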
IL2 activator = activators of IL-2; IL-2 activation reporter assay, cell-based qHTS; stimulated with anti-CD3/CD4/CD28 beads; in transgenic mouse T cells; activation, % (series mostly up to about 46 µM); actives 0.065% (n = 360,000); in the data active = activation above about 50%; inconclusive = mostly about 30% to 49%; note: 0% is about no effect
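Readout is EGFP and DsRed signal by fluorescent plate cytometry after 18 h at 37 degrees C. Transgenic mouse T cells (750/well) received compound for 60 min before bead stimulation (anti-CD3, anti-CD4, anti-CD28); memory T cells served as non-tolerant control.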
An asterisk follows results filed as active; ? = inconclusive; . = not tested or not shown; [ ] = dose if it differs, or a comment. Unless noted, calls come from the whole dose curve; as a rule, active = well fitted curve in the direction sought with a large enough effect; inconclusive = small, poorly fitted or top-dose-only effect, or another doubt; inactive = no such curve, though single readings can be large; an effect the other way counts as inactive or inconclusive.

SMILES	FUS yeast rescue	PLK1 PBD inh	EPAC1 antagonist	Abeta rescue	PI5P4Ka inh	EPAC1 ag	WRN inhibitor	IL2 activator
O=C(N/N=C/c1ccccn1)c1ccc(Br)cc1	.	-8%	-14%	?	1	8%	-25%	-5.0
CCOc1ccc(NC2=NC(C)(C)N=C(N)N2)cc1	26%	-7%	0%	-4%	3	12%	2%	-0.1
COc1ccc(NS(=O)(=O)c2cn(C)cn2)cc1Cl	-2%	8%	6%	2%	6	-9%	-1%	-0.9
CN(C)C(CNC(=O)c1sc2ccccc2c1Cl)c1ccco1 (stereo unspecified)	-19%	-2%	-3%	-5%	2	-8%	11%	-1.8
Cc1ccc(CNC(=O)CCCc2ccccc2)cc1	14%	-8%	5%	-19%	2	7%	5%	0.1
COc1ccccc1NC(=O)c1ccc(-n2cncn2)nc1	0%	-5%	-5%	5%	1	1%	2%	-0.8
O=c1[nH]c2ccc(Cl)cc2[nH]1	-11%	-9%	1%	-39%[inhibitor]	0	7%	8%	1.0
Cc1ccc(-n2nc3c(c2NC(=O)c2c(F)cccc2Cl)CS(=O)(=O)C3)cc1C	.	-4%	-27%	-7%	-4	9%	?	-2.0
O=C(c1coc(=O)c(Br)c1)N1CCC(C(O)(c2ccccc2)c2ccccc2)CC1	-10%	3%	7%	3%	-22	-4%	-21%	1.8
Cc1ccc(-c2nc3ccccc3c(=O)n2N)cc1	-12%	4%	0%	-16%	-2	-8%	3%	1.7
Cc1cc(C2N=C(N)Nc3nc4ccccc4n32)c(C)n1-c1ccccc1Cl (stereo unspecified)	-6%	-1%	-22%	0%	.	23%	-17%	1.8
Cc1cc(OCC(=O)NCCCn2ccnc2)c2c(C)c(C)c(=O)oc2c1	12%	-2%	-1%	-4%	-4	-7%	10%	-1.9
Cc1ccccc1OCC(=O)OCC(=O)NCCNC(=O)COC(=O)COc1ccccc1C	12%	-7%	-21%	4%	8	-9%	14%	-5.1
Cc1ccc(NC(=O)CSc2nnc(-c3ccco3)o2)c(C)c1	4%	-5%	18%	?	6	11%	7%	-1.0
CC(=O)N=c1sc(S(N)(=O)=O)nn1C	-39%	-13%	-2%	-16%	2	-20%	6%	1.1
COc1ccccc1C1C=C(c2ccccc2)Nc2nnnn21 (stereo unspecified)	6%	-4%	-6%	7%	.	5%	4%	0.0
O=C(NCCN1CCOCC1)c1ccc2c(c1)ncn2C1CCCCC1	-2%	-7%	2%	6%	-4	1%	1%	-0.1
Cc1cccc(NC(=O)CNC(=O)CN2C(=O)NC(C)(CCC(C)C)C2=O)c1C (stereo unspecified)	26%	0%	6%	-7%	2	-3%	-6%	-2.7
Cc1cccc(C)c1NC(=O)CN1CCN(C(=O)c2ccc(OCc3cn4ccccc4n3)cc2)CC1	?	-15%	1%	1%	3	11%	-5%[11.6 µM]	-0.4
Cc1ccc(-c2oc3ccccc3c(=O)c2O)cc1	-28%	-6%	-8%	-5%	-1	-9%	11%	-2.2
Cn1c(=NC(=O)CS(=O)(=O)c2ccc(F)cc2)sc2ccccc21	17%	-4%	0%	-2%	3	12%	-12%	-0.3
Cc1[nH][nH]c(=O)c1/C=N/N1CCOCC1	-27%	-5%	-10%	0%	7	-4%	-10%	-0.3
O=C(NCc1nc2ccccc2[nH]1)c1cccc(S(=O)(=O)N2CCCC2)c1	17%	-12%	-3%	-10%	2	-1%	-33%	0.3
O=NN(C(=O)NC1CCC(C(=O)O)CC1)C1CCC(C(=O)O)CC1 (stereo unspecified)	-22%	0%	-1%	-5%	-2	4%	1%	-0.2
COc1ccc2c(c1)c(C(=O)CN1CCC3(CC1)OCCO3)c(C)n2C	7%	-8%	5%	5%	-7	3%	-4%	-0.5
CN(CC(=O)Nc1cc(C(F)(F)F)ccc1-n1cncn1)Cc1nc2ccccc2c(=O)[nH]1	31%	-12%	5%	3%	0	1%	3%	0.4
COC(=O)C1=C(C)NC(=O)NC1c1ccccc1Cl (stereo unspecified)	-23%	-4%	-28%	2%	-2	7%	-3%	-0.3
C#CCNC(=O)C1=C[C@@H](c2ccc3c(c2)OCO3)[C@H](CCCO)[C@@H](OCC)O1	-4%	-9%	8%	5%	0	11%	6%	0.9
CNS(=O)(=O)c1cn(CC(=O)NCc2ccc(OC)cc2)cc1S(=O)(=O)NC	21%	-17%	3%	2%	-3	12%	8%	-0.5
CC(=O)Nc1ccc(NC(=O)CN(c2ccc(C34CC5CC(CC(C5)C3)C4)cc2)S(C)(=O)=O)cc1	7%	-1%	-12%	25%	.	2%	-15%	-0.6
COC(=O)[C@@H](NC(=O)Nc1ccc(OC(F)(F)F)cc1)C(C)C	11%	-1%	3%	3%	-1	-6%	4%	0.2
Cc1cccc(C(=O)Nc2cccc(-c3cnc4ccccc4n3)c2)c1	-8%	0%	1%	-6%	.	12%	-5%	0.8
CC1(C)CC[C@@]23CC[C@]4(C)[C@@](OC2=O)(C3C1)[C@H]1O[C@H]1C1[C@@]2(C)CC[C@H](O)C(C)(C)C2CC[C@]14C (stereo partly specified)	-9%	-6%	-20%	7%	2	-22%	7%	3.0
O=C(c1ccco1)N1CCN(c2ccnc3cc(Cl)ccc23)CC1	-27%	2%	16%	11%	0	-7%	8%	-0.7
CCSc1nc2c([nH]1)c(=O)n(C)c(=S)n2C	-7%	3.4µM*	7%	-11%	-28	6%	-13%	0.1
CCOC(=O)c1ccc(NC(=O)CN(C)S(=O)(=O)c2ccc(Br)s2)cc1	8%	-6%	-15%	-7%	26	-1%	-7%	-3.4
C(=N\n1cnnc1)/c1cccc(OCCOc2ccccc2)c1	-2%	1%	0%	3%	-5	-2%	0%	0.2
O=C(NCc1ccccc1)C(c1ccccc1)N(Cc1ccc2c(c1)OCO2)C(=O)Cc1cccs1 (stereo unspecified)	24%	-5%	-1%	5%	1	0%	-2%	-1.0
CC(=O)CSc1nnc(-c2ccc(S(=O)(=O)N3CCOCC3)cc2)n1C	13%	-1%	22%	5%	-2	6%	3%	-0.3
O=C(CN1C(=O)CC(c2ccccc2)S(=O)(=O)c2ccccc21)N1CCCCC1 (stereo unspecified)	6%	-6%	5%	-4%	-4	-2%	-4%	7.7

Reformatted: results already given.
Every second line gives: FUS yeast rescue	PLK1 PBD inh	EPAC1 antagonist	Abeta rescue	PI5P4Ka inh	EPAC1 ag	WRN inhibitor	IL2 activator
- Cc1ccccc1OCC(=O)OCC(=O)NCCNC(=O)COC(=O)COc1ccccc1C
  12%	-7%	-21%	4%	8	-9%	14%	-5.1
- Cc1ccc(NC(=O)CSc2nnc(-c3ccco3)o2)c(C)c1
  4%	-5%	18%	?	6	11%	7%	-1.0
- CC(=O)N=c1sc(S(N)(=O)=O)nn1C
  -39%	-13%	-2%	-16%	2	-20%	6%	1.1
- COc1ccccc1C1C=C(c2ccccc2)Nc2nnnn21 (stereo unspecified)
  6%	-4%	-6%	7%	.	5%	4%	0.0
- O=C(NCCN1CCOCC1)c1ccc2c(c1)ncn2C1CCCCC1
  -2%	-7%	2%	6%	-4	1%	1%	-0.1
- Cc1cccc(NC(=O)CNC(=O)CN2C(=O)NC(C)(CCC(C)C)C2=O)c1C (stereo unspecified)
  26%	0%	6%	-7%	2	-3%	-6%	-2.7
- Cc1cccc(C)c1NC(=O)CN1CCN(C(=O)c2ccc(OCc3cn4ccccc4n3)cc2)CC1
  ?	-15%	1%	1%	3	11%	-5%[11.6 µM]	-0.4

Later entries.
SMILES	FUS yeast rescue	PLK1 PBD inh	EPAC1 antagonist	Abeta rescue	PI5P4Ka inh	EPAC1 ag	WRN inhibitor	IL2 activator
Cc1c(C)c(C)c(/C=[N+](/C)[O-])c(C)c1C	-10%	-3%	3%	5%	-9	8%	-1%	-0.2
CCc1ccc(Nc2nnc(SCC(=O)NC(=O)CN3CCCC3=O)s2)cc1	-14%	-5%	-25%	-8%	?	-3%	-13%	0.4
Cc1nc(NC(=O)CSc2nnc(C)n2CC2CCCO2)sc1C (stereo unspecified)	14%	-9%	-22%	11%	-6	0%	8%	-2.2
O=C(C1COc2ccccc2O1)N1CCc2ccccc2C1 (stereo unspecified)	-3%	-3%	8%	-8%	-7	-6%	-16%[57.1 µM]	-2.9
CCCN1C(=O)C(=O)c2cc(C)ccc21	-16%	-16%	-9%	-3%	0	-4%	1%	-3.2
O=C(CSc1nnc(CNC(=O)c2cccc(C(F)(F)F)c2)o1)NC1CCCC1	.	3%	8%	-3%	-1	-3%	1%	-1.7
Cc1noc(C)c1S(=O)(=O)N1CCC(C(=O)N2CCC(N3CCCCC3)CC2)CC1	-10%	-9%	-14%	0%	10	6%	-7%	-2.5
CCCNC(=O)NC(=O)c1cnccc1C(F)(F)F	21%	-6%	22%	-9%	-2	1%	3%	1.5
C=C(C)COc1ccc(-c2[nH]ncc2Oc2ccccc2OCC)c(O)c1	?	-5%	-24%	-86%[inhibitor]	17	15%	-17%	-0.8
Cc1nc(C)c(C(=O)NNC(=O)c2ccc(Br)cc2)s1	-3%	-2%	8%	-6%	-3	7%	-11%	0.3

As entered above:
Cc1nc(NC(=O)CSc2nnc(C)n2CC2CCCO2)sc1C (stereo unspecified) | EPAC1 antagonist = -22%
Cc1noc(C)c1S(=O)(=O)N1CCC(C(=O)N2CCC(N3CCCCC3)CC2)CC1 | Abeta rescue = 0%

The list goes on:
SMILES	FUS yeast rescue	PLK1 PBD inh	EPAC1 antagonist	Abeta rescue	PI5P4Ka inh	EPAC1 ag	WRN inhibitor	IL2 activator
O=C(CSc1nnc(-c2ccncc2)n1-c1ccc(Cl)cc1)NCc1cccs1	28%	-10%	-16%	-4%	.	0%	8%	0.3
COc1ccc(CCNC(=O)c2ccc(NS(=O)(=O)c3ccc4[nH]c(=O)[nH]c4c3)cc2)cc1	6%	-5%	-10%	8%	3	-4%	1%	-1.1
CCCNC(=O)c1c(CSc2ccc(Cl)cc2)noc1C(=O)NCc1ccccc1	14%	-15%	-27%	-4%	11	-6%	-11%	-4.3
CCn1c(=O)c2cc(C(=O)N(C)c3ccccc3F)sc2c2ccccc21	9%	-2%	12%	-2%	0	5%	12%	-0.5
COc1ccc(Cc2nnc(SCC(=O)N3CCN(c4ccccc4)CC3)o2)cc1	19%	-1%	20%	-7%	.	7%	-2%	-1.1
